Screening results: PubChem, NCI
NCI-60 one-dose screen, 48 h, at 10 µM unless noted. Numbers give growth in % (100 = growth as untreated, 0 = no growth, -100 = all killed).
HL-60(TB) – HL-60(TB) leukemia cells | hit rate 9% among 78,000; active means growth percent below 10
* marks the source's active call; other numbers are inactive results. The list is partial; count on the stated rates, not on these rows.

molecule | HL-60(TB)
O=C(Nc1ccc(-n2cc(-c3ccncc3)c(-c3ccc(Cl)c(O)c3)n2)cc1)c1cc(Cl)cc(Cl)c1 | 8.4*
Cc1ccc(NC(=S)N2CCCCC2)cc1C | 102.3
N#CSCc1c(Cl)cccc1Cl | 88.9
COc1ccc(/C=N\NC(=O)c2cnn(CC(O)c3ccccc3)c2N)cc1OCc1ccc(Cl)cc1 (stereo not drawn) | 99.7
COc1ccc2nc(-c3ccc(-c4noc(-c5ccc(F)cc5)n4)cc3)[nH]c2c1 | 85.1
Nc1cc2ccccc2c(O)c1O | 4.4*
Cc1cc(O)c2c(c1)C(=O)C(c1c(C)cc3c(c1O)C(=O)C=CC3=O)=CC2=O | 55.0
CN1CCN(Cc2ccc(C(=O)Nc3cncc(C#Cc4cnc(N)c5ccccc45)c3)cc2C(F)(F)F)CC1 | -71.5*
C=CCn1c(SCC(=O)N2CCN(c3cc4c(cc3F)c(=O)c(C(=O)O)cn4C3CC3)CC2)nnc1-c1ccc(Cl)cc1 | 103.3
NNC(=O)COc1ccc(-c2nc3cc(Cl)c(Cl)cc3[nH]2)cc1 | 90.8
Cc1cn(-c2cc(NC(=O)c3cncc(C#Cc4cnc5ccc(OCCCS(C)(=O)=O)nn45)c3)cc(C(F)(F)F)c2)cn1 | -6.1*
C[C@]12C=CC(=O)C=C1CCC1C3C[C@@H](O)[C@](O)(C(=O)CO)[C@@]3(C)C[C@H](O)[C@@]12F (stereo partly drawn) | 115.4
CC(Cc1ccccc1)NCC(=O)c1ccc(O)c(O)c1 (stereo not drawn) | 89.0
O=C(Cn1cc(CN2C(=O)c3ccccc3S2(=O)=O)nn1)Nc1nc2ccccc2s1 | 113.2
NC(N)=NNC(=O)c1ccccc1 | 100.8
Clc1ccc(Cc2nnc3sc(-c4ccncc4)nn23)cc1 | 90.9
COc1ccc(/C=C(\C#N)C(=O)N2c3ccccc3Sc3ccc(SC)cc32)cc1F | 93.5
Fc1ccc(COc2cccc(-c3nc4sccn4c3-c3ccccc3)c2)cc1 | 101.6
Cc1ccc(Nc2cc(=O)[nH]c(N)n2)cc1C | 71.3
CCC(CC)C(O)CCCN(C)C (stereo not drawn) | 96.5
CCOC(=O)c1ccoc1 | 118.4
CC(=O)OCC(=O)[C@@]1(O)CC[C@H]2[C@@H]3CCC4=CC(=O)C=C[C@]4(C)[C@H]3[C@@H](O)C[C@@]21C | 77.8
COc1ccc2nc(-c3ccc(-n4cncc4-c4ccc(OC)c(N)c4)cc3)sc2c1 | 80.7
CCCSc1nnc(Nc2cccc(C)c2)s1 | 92.5
CCn1cc(C(=O)O)c(=O)c2cc(F)c(N3CCN(S(=O)(=O)c4ccc(OC)c(OC)c4)CC3)cc21 | 91.3
O=C(O)c1cnn(-c2ccccc2)c1-n1nnc2ccc(Cl)cc2c1=O | 59.6
COc1ccc(-c2nn(-c3cccc(Cl)c3)cc2/C=C2\C(=N)NC(=O)C(C#N)=C2N)cc1 | 105.7
Cc1c(C(=O)/C=C/c2ccc3ccccc3c2)[n+]([O-])c2cc(F)ccc2[n+]1[O-] | 76.4
CCCC(C)=C(C(=O)OCC)C(=O)OCC | 89.4
CCN(CC)c1ccc(/C=N/NC(=O)CSc2nc3ccccc3c(=O)n2Cc2ccc(S(N)(=O)=O)cc2)c(O)c1 | -19.7*

A second format for some results above.
molecule: COc1ccc2nc(-c3ccc(-c4noc(-c5ccc(F)cc5)n4)cc3)[nH]c2c1
  HL-60(TB): 85.1

molecule: Nc1cc2ccccc2c(O)c1O
  HL-60(TB): 4.4*

molecule: Cc1cc(O)c2c(c1)C(=O)C(c1c(C)cc3c(c1O)C(=O)C=CC3=O)=CC2=O
  HL-60(TB): 55.0

Remaining list, next part.
molecule | HL-60(TB)
COc1ccc(NC(=O)c2sc3ncc(Br)cc3c2N)cc1 | 73.9
COc1cc(NCCN(C(C)C)C(C)C)c2ncccc2c1 | 90.6
NC(CSSCC(N)C(=O)O)C(=O)O (stereo not drawn) | -12.8*
CCOC(=O)C1=CC2CCOC2O1 (stereo not drawn) | 109.8
COc1cc(OC)cc(-c2nnc(-c3cc4ccccc4nc3Cl)o2)c1 | 104.9
Oc1cc(Cl)ccc1Cc1ccc(Cl)cc1O | 41.4
C/C=C(\C)C(C(=O)NC1CCCCC1)N(C(=O)C1CCc2cc(F)ccc2O1)c1ccc(F)cc1F (stereo not drawn) | 92.9
O=S(=O)(Oc1ccc(-c2nnc(Nc3ccccc3)s2)cc1)C(F)(F)C(F)(F)C(F)(F)C(F)(F)C(F)(F)C(F)(F)F | 70.6
Nc1nc(-c2ccccc2)c(CC(=O)O)s1 | 106.0
CC/C(=C(/CC)c1ccc(OP(=O)(O)O)cc1)c1ccc(OP(=O)(O)O)cc1 | 94.5
O=C1c2ccccc2C[C@]12C(c1ccc(F)cc1)=NOS2=O (stereo partly drawn) | 99.8
CC(=O)Nc1ccc(-c2cc3c(NCC4CCCCC4)ncnc3s2)cc1 | 78.2
CC1(C)CC(=O)C2=C(C1)N(c1ccc(OC(F)(F)F)cc1)C(N)=C(C#N)C2c1ccc(F)c(Br)c1 (stereo not drawn) | 98.4
c1ccc(-c2cc(-c3c[nH]c4ccccc34)c3ccccc3n2)cc1 | 61.7
NC(=O)NN=C(C1CC1)C1CC1 | 62.2
CC(=O)O[C@H]1CC[C@H]2[C@@H]3CC[C@H]4OC(=O)CC[C@@H]4[C@H]3CC[C@]12C | 51.7
C=C(C)[C@@H]1CC[C@]2(C(=O)N[C@@H](Cc3ccccc3)C(=O)O)CC[C@]3(C)[C@H](CC[C@@H]4[C@@]5(C)Cc6c([nH]c7ccccc67)C(C)(C)[C@@H]5CC[C@]43C)[C@@H]12 | 31.3
O=C(O)CNC(=O)c1nc(-c2ccccc2)n(-c2ccc([N+](=O)[O-])cc2)n1 | 104.7
O=C(Nc1ccc(F)c(F)c1)c1n[nH]c(=O)c2ccccc12 | 88.2
COC(=O)C/C(=C\c1ccc2c(c1)OCO2)C(=O)OC | 90.7
CCCN(CCC)CC(O)c1cc2cc(C(F)(F)F)cc(C(F)(F)F)c2c2cc(Cl)c(Cl)cc12 (stereo not drawn) | 105.0
CCC1(CC)COC(c2ccc(C)cc2)OC1 | 93.3
O=S(=O)(NCCCNc1nccc(-c2c(-c3cccc(O)c3)nc3occn23)n1)c1ccc(F)cc1 | 72.3
COc1cc(/C=C2\SC(=O)NC2=O)ccc1OCc1cc2ccccc2nc1Cl | 101.6
CC(=O)OCCc1sc[n+](Cc2cnc(C)nc2N)c1C | 110.8
O=c1c2cc(F)ccc2sc2c(NCc3ccccc3)nc3ccccc3c12 | 85.3
O=C(/C=C1\C=CN(CCCCCCF)c2ccccc21)n1ccc2ccccc21 | 109.1
CN(Cc1ccccc1)C(=O)C(=O)c1c[nH]c2ccccc12 | 97.9
NS(=O)(=O)c1ccc(-n2ncc3c(NNC(=S)Nc4ccccc4)ncnc32)cc1 | 93.3
Cc1ccc(OCCn2ccc(=O)n(CCOc3ccc(Cl)cc3C(=O)c3cc(C)cc(C)c3)c2=O)cc1 | 33.4
O=C(NCCN1CCCC1)c1ccc(-c2nc3ccc4[nH]ncc4c3c3c2CCCC3)cc1 | -49.8*
O=C(O)c1ccccc1C(=O)Nc1ccccc1[N+](=O)[O-] | 99.6
CCOC(=O)c1ccc(Nc2sc(C(=O)c3cccc([N+](=O)[O-])c3)c(N)c2C#N)cc1 | 4.0*
CCOC(=O)c1ccc(-n2nc(C(=O)NCCCCCC(=O)O)nc2-c2ccccc2)cc1 | 111.7
CC(C)c1ccc(C(=O)Nc2nc3ccc(O)cc3s2)cc1 | 14.4
CN(C)CC(=O)Nc1nc(-c2cccc(NS(=O)(=O)c3cccc4c(N(C)C)cccc34)c2)cs1 | 80.8
CCCn1c(=O)c2[nH]c(-c3ccc(OCc4nc5ccc(C(F)(F)F)cc5[nH]4)cc3)nc2n(CCC)c1=O | 55.9
COc1cc(/C=C2\SC(=S)NC2=O)ccc1O | 25.8
C=C1CCC(C(=O)CC)Cc2nc(C)ccc21 (stereo not drawn) | 100.4
CCCCOC(=O)c1ccccc1O | 93.2
CCOC(=O)Nc1ccc(C(C)=O)cc1 | 71.2
Nc1nc(Nc2ccc(F)cc2)nn1C(=O)c1cc(Cl)ccc1Cl | 65.1
COc1cc(/C=C/C(=O)c2c(C)n([O-])c3ccccc3[n+]2=O)cc(OC)c1OC | -10.8*
CCC(/C=N/NC(=O)c1ccc([N+](=O)[O-])cc1)CC | 98.0
Clc1ccc(Cl)c2ccccc12 | 137.7
O=C(O)c1cc(Cl)c2ccccc2c1O | 79.1
C/C(=C\CCc1ccoc1)CC/C=C(\C)CCCCCC/C(C)=C/CC/C(C)=C/CCc1ccoc1 | 105.3
Cc1cc(Oc2c(C)cccc2C)cc(C)c1O | 102.1
CCNC(N(C)C)=[N+](C)C | 193.6
CCOC(=O)c1ccccc1SC(C[N+](=O)[O-])c1ccccc1 (stereo not drawn) | 89.7
CCOc1ccc(N=C(C)Nc2ccc(OCC)cc2)cc1 | 76.4
Nc1nc(-c2ccc(Cl)nc2)nn1-c1nc2ccccc2s1 | 100.2
COc1cc(C2CC(c3ccc(Nc4nc(NCCO)nc(Nc5ccc(Cl)cc5)n4)cc3)=NN2c2cc(Cl)cc(Cl)c2)cc(OC)c1OC (stereo not drawn) | 104.4
COC(=O)/C=C/c1cccnc1 | 100.8
COc1ccc(-c2nn(-c3cccc(Cl)c3)cc2/C=C2\NC(=S)N(c3ccc(Cl)cc3)C2=O)cc1 | 24.9
N=C(c1ccccc1)N(Cc1ccccc1)Cc1ccccc1 | 82.6
CCOC(=O)CC1CSC(c2cccc(OC)c2)=N1 (stereo not drawn) | 97.2
COc1ccc2c(c1)C(C)Cc1c(Cl)ncnc1N2C (stereo not drawn) | -0.6*
O=C(NNc1nccc(Nc2ccc(S(=O)(=O)Nc3ccncc3)cc2)n1)c1ccc([N+](=O)[O-])cc1 | 83.0
N#Cc1ccc(-c2nn(-c3ccc(C(=O)O)cc3)cc2CNc2ccc(Br)cc2)cc1 | 71.0

The results go on.
molecule | HL-60(TB)
CCN(CC)Cc1nc2ccccc2c(=O)n1/N=C/c1ccc(Cl)cc1 | 94.3
O=C1/C(=C/c2ccncc2)Nc2cc3c(cc21)OCO3 | 103.8
CCN(CC)S(=O)(=O)c1ccc(OC)c(N)c1 | 99.4
Cn1c(NCCc2ccc(O)c(O)c2)nc2c1c(=O)n(Cc1ccc(Br)cc1)c(=O)n2C | 2.6*
Cc1cc(Nc2nc(O)c(/C=C3\C=Nc4ccccc43)s2)no1 | 115.8
Cc1cc(NC(=O)/C(Cl)=C(\Cl)C(=O)O)c([N+](=O)[O-])cc1C | 101.9
COC(=O)[C@H](Cc1ccccc1)NC(=O)[C@@H](CC(C)C)N1CC=CCN(Cc2ccccc2)S1(=O)=O | 107.7
Cn1c(=O)c(C#N)c(-c2ccco2)n2c(SCC(=O)c3ccccc3)nnc12 | 115.0
COc1cc(C(=O)N2CCN(c3ccccc3OC)CC2)c(NC(=O)c2cnccn2)cc1OCc1ccccc1 | 47.5
O=C(CSc1nc2ccccc2c(=O)n1-c1ccccc1)c1cc2cc(O)ccc2oc1=O | 95.0
O=C(Nc1cccc2cccnc12)c1ccc(N2C(=O)CCS2(=O)=O)cc1 | 100.2
O=C1N(Cc2ccccc2)c2ccccc2[C@]12Oc1ccccc1[C@H]1CC(c3ccc(F)cc3)=NN12 | 93.2
CN(C)c1ccc(-c2c(C#N)c(N)nn2C(=O)c2ccc(NC(=O)c3ccccn3)cc2)cc1 | 96.5
O=c1oc2c(O)cccc2c2ccccc12 | 108.0
C=C[C@@]1(C)CC(=O)[C@@]2(O)[C@](C)(O1)[C@@H](OC(C)=O)[C@@H](O)C1C(C)(C)CC[C@H](O)[C@@]12C (stereo partly drawn) | 101.1
O=C(COc1ccc2c(c1)CCCC(=O)N2)NCc1ccccc1 | 70.4
CCC(CC)SC(CC)CC | 102.0
O=Cc1cc([N+](=O)[O-])no1 | 108.9
CC(=O)n1nc(C(=O)OCCC(C)C)c2cc3c(cc21)OCO3 | 101.2
O=[N+]([O-])c1ccc(C2=NCCO2)cc1 | 94.9
Cn1ccnc1C(=O)/C=C/c1ccc(C(=O)Nc2nc3ccccc3[nH]2)cc1 | 26.7
CCCC(O)C(F)(F)Cl (stereo not drawn) | 84.2
COc1ccc(NC(=O)c2sc3nc(C)c(C(O)c4ccccc4)cc3c2N)cc1 (stereo not drawn) | -51.9*
O=c1[nH]c(-c2ccccn2)nc2sc3c(c12)CCCCCC3 | 10.9
CC[N+]1(C)CCCC(OC(=O)C(O)(c2ccccc2)c2ccccc2)C1 (stereo not drawn) | 108.6
CCN(SSN(CC)S(=O)(=O)c1ccc(C)cc1)S(=O)(=O)c1ccc(C)cc1 | 87.7
O=C1CCCN1C(O)CCN(Cc1ccc(Cl)cc1)Cc1ccc2c(c1)OCO2 (stereo not drawn) | 83.8
O=C(O)CSC(SCC(=O)O)c1ccccc1Cl | 107.9

Some of the entries so far, field by field:
structure: Cn1ccnc1C(=O)/C=C/c1ccc(C(=O)Nc2nc3ccccc3[nH]2)cc1
  HL-60(TB) = 26.7

structure: CCCC(O)C(F)(F)Cl (stereo not drawn)
  HL-60(TB) = 84.2

structure: COc1ccc(NC(=O)c2sc3nc(C)c(C(O)c4ccccc4)cc3c2N)cc1 (stereo not drawn)
  HL-60(TB) = -51.9*

structure: O=c1[nH]c(-c2ccccn2)nc2sc3c(c12)CCCCCC3
  HL-60(TB) = 10.9
